Screening data deposited in PubChem BioAssay by NCI.
NCI-60 one-dose screen, 48 h, at 10 µM unless noted. Numbers give growth in % (100 = growth as untreated, 0 = no growth, -100 = all killed).
SF-295: SF-295 CNS cancer cells. AID 1794758. 5.6% of 79,000 active
SN12C: SN12C renal cancer cells; 3.8% of 81,000 active; AID 1794767
PC-3: PC-3 prostate cancer cells. 3.9% of 80,000 active. AID 1794754
UO-31: UO-31 renal cancer | 5.2% of 81,000 active | AID 1794768
SF-539: SF-539 CNS cancer. 6.8% of 81,000 active. AID 1794752
SF-268: SF-268 CNS cancer cells; 3.1% of 82,000 active; AID 1794759
786-0: 786-0 renal cancer cells. 5.1% of 81,000 active
U251: U251 CNS tumor cells; 5.4% of 80,000 active
DU-145: DU-145 prostate cancer. 4.2% of 81,000 active. AID 1794760
Active calls of the source: *; x = no result given; & = joins results of further samples. How the source made its calls: active means growth percent below 10; inactive means the rest.

compound	PC-3	786-0	SF-539	SF-268	SN12C	DU-145	U251	UO-31	SF-295
Nc1ccc(-c2nnc3sc(-c4ccc(F)cc4)nn23)cc1	102	104	101	106	99	116	98	94	100
COc1cc2c(cc1OC)/C(=C/c1ccc(N(C)C)cc1)C=C2	81	78	79	93	70	101	97	44	92
CC1=C(C(=O)c2cnccn2)C(c2ccccc2[N+](=O)[O-])NC(=O)N1 (stereo unspecified)	109	101	100	98	101	110	104	81	110
CCOC(=O)c1sc(NCC(=O)Nc2ccc(Cl)cc2[N+](=O)[O-])c(C(=O)OCC)c1C	104	97	99	99	92	106	98	100	107
Cc1cc(=O)[nH]c2ccc(Cc3ccccc3)cc12	76	69	80	90	89	88	81	31	95
Cc1nn(-c2ccccc2)c2nc(CN3CCN(c4cc5c(cc4F)c(=O)c(C(=O)O)cn5C4CC4)CC3)[nH]c(=O)c12	44	84	43	30	42	81	22	67	68
N#Cc1nc(-c2ccccc2)oc1S(=O)(=O)n1nc(-c2ccccc2)cc1N	103	99	105	92	90	111	105	85	100
COC(=O)/C(CCC(Br)C(C)(C)N1CC=CCC1)=C1\[C@@H](OC(C)=O)C[C@@]2(C)[C@H]1C[C@@H](O)[C@H]1[C@@]3(C)CC[C@H](O)[C@@H](C)[C@@H]3CC[C@@]12C (stereo partly specified)	78	100	104	93	101	108	89	60	x
CCc1cccc(OC(=O)CCl)c1	97	107	109	102	105	106	100	91	111
COC(=O)[C@]12CC[C@@H](C)[C@H](C)[C@@H]1C1=CC[C@@H]3[C@@]4(C)C(C=O)=C[C@@](C)(COS(C)(=O)=O)[C@@H]4C(=O)C[C@@]3(C)[C@]1(C)CC2	12	41	66	40	36	41	26	34	37
CCCCCCCCC(=O)Nc1ccccc1O	99	106	96	87	95	104	109	66	109
CCC(=O)OCCc1ccccc1	103	100	97	100	101	111	94	86	98
CCn1c(=O)n(C)c2c(=O)n(C)c(=O)n(C)c21	97	109	106	x	105	x	99	87	x
Fc1ccc2c(c1)c(-c1nc(-c3c[nH]c4ncccc34)cs1)cn2CCCN1CCCCC1	48	62	61	67	63	67	25	44	93
CCOC(=O)c1[nH]c2c(OCC)nc(OCC)nc2c1Br	108	95	92	118	97	128	112	95	109
O=C1c2cccc3cccc(c23)C(=O)N1C/C=C/c1ccc2c3c(cccc13)C(=O)N(Cc1ccccc1)C2=O	104	102	97	100	101	103	96	93	104

Reprinted from the entries so far, 2 compounds:
compound	PC-3	786-0	SF-539	SF-268	SN12C	DU-145	U251	UO-31	SF-295
Fc1ccc2c(c1)c(-c1nc(-c3c[nH]c4ncccc34)cs1)cn2CCCN1CCCCC1	48	62	61	67	63	67	25	44	93
CCOC(=O)c1[nH]c2c(OCC)nc(OCC)nc2c1Br	108	95	92	118	97	128	112	95	109

Continued:
compound	PC-3	786-0	SF-539	SF-268	SN12C	DU-145	U251	UO-31	SF-295
Cc1ccc(C)c(C(=O)c2ccccc2C(=O)O)c1	99	96	99	108	90	120	101	84	101
Cn1c(=O)c2[nH]c(C(O)c3ccc(Cl)cc3)nc2n(C)c1=O (stereo unspecified)	88	99	105	104	90	104	99	82	104
Cc1ccc(NC(=O)c2cc3ccccc3cc2O)cc1	63	85	106	101	62	102	51	64	80
CCOC(CNC(=O)c1cccc([N+](=O)[O-])c1)OCC	102	101	97	94	93	100	98	82	91
Nc1nc(N)c2c(n1)NC(c1cccc(Nc3ccnc4cc(C(F)(F)F)ccc34)c1)CC(c1ccccc1)=N2 (stereo unspecified)	39	68	77	52	65	72	37	63	50
C=C1C(=O)O[C@H]2[C@H]1CC/C(COC(=O)n1ccnc1)=C\CC[C@@]1(C)O[C@@H]21	90	102	102	110	96	97	99	73	100
Cc1ccc(C(=O)c2ccc(O)cc2)cc1	87	x	116	103	95	116	107	x	123
Clc1ccnc2c1ccc1c(Cl)ccnc12	66	x	75	84	62	92	41	x	62
Nc1cc(SCc2ccc([N+](=O)[O-])cc2)ncn1	94	100	99	100	104	119	99	71	106
O=C1C=CC(=NOC(=O)c2ccccc2)C=C1	100	108	110	114	109	x	108	89	99
O=C1CC(c2nc3ccccc3s2)CN1c1ccccc1 (stereo unspecified)	86	109	x	102	102	114	92	78	98
c1ccc(-c2cnc3ccccc3n2)cc1	102	102	98	101	99	111	97	88	100
Cc1nc(N)nc(SCc2ccc([N+](=O)[O-])cc2)c1Br	96	97	99	95	94	93	x	66	79
C/C(=N\N=C(/C)c1ccc2ccccc2c1)c1ccc2ccccc2c1	95	101	115	116	101	113	95	94	98
CCOc1nc2c(N)ncnc2n1CC1CC1	103	101	92	110	118	110	114	62	106
O=C(Nc1ncc(Cc2ccc(Br)cc2)s1)C1=NCCCCN1	101	100	97	97	102	105	110	83	108
COc1cc2c3c(n(CCCNC4CCCCC4)c(=O)c2cc1OC)-c1cc2c(cc1C3=O)OCO2	-84*	-83*	-86*	70	-70*	-68*	-91*	84	66
CCC(C)C(=O)OC(=O)c1ccc([N+](=O)[O-])cc1 (stereo unspecified)	104	111	95	86	92	97	100	90	113
Nc1ccccc1-c1nnc(CCC(=O)c2nc3ccccc3[nH]2)o1	73	102	93	110	93	128	98	69	82
CCOC(=O)CCc1nc(C#N)c(N(C)C)o1	98	93	94	102	98	107	92	80	103
O=C(N/N=C/c1cccc(C(F)(F)F)c1)c1ccc(C(F)(F)F)nc1Nc1cccc(O)c1	99	104	102	103	93	122	98	82	105
COc1ccc(-n2nc(C)c3c(Oc4ccc(NC(=O)Nc5cc(C(F)(F)F)ccc5F)cc4)ncnc32)cc1	x	90	93	70	64	78	61	49	44
Cc1cccc(Nc2cc(C)nc(N)n2)c1	103	94	106	96	108	107	102	98	99
C[C@]12CCC(=O)C=C1CC[C@@H]1[C@@H]2CC[C@]2(C)C3C(=O)CC4C(=O)N(Cc5ccccc5)C(=O)C4C3C[C@@H]12 (stereo partly specified)	85	91	107	99	98	108	101	83	101
Nc1sc2c(c1-c1nnc(-c3ccc(Cl)cc3)o1)CCCC2	81	101	98	94	98	108	90	65	94
COc1ccc(-c2nnc(-c3c(-c4ccc(F)cc4)nc4ncccn34)o2)cc1	102	103	97	x	112	98	105	78	99
Nc1nc(N)c(N=Nc2ccccc2)c(-c2ccccc2)n1	36	61	47	58	56	77	72	36	54
O=c1c(-c2nc3ccccc3[nH]2)cc2ccccc2n1Cc1cn(Cc2ccc(Br)cc2)nn1	108	96	76	92	97	105	102	70	103
O=[N+]([O-])c1ccc(I)c(Br)c1	103	104	109	114	101	142	102	102	108
O=c1[nH]c(=O)n(C2C[C@H](O)[C@@H](CO)O2)cc1C(F)(F)F (stereo partly specified)	92	101	112	114	110	123	102	90	92
CC1=Nc2cnc(Nc3ccc(N4CCNCC4)cc3)nc2Nc2ccccc21	88	93	85	91	88	98	97	73	103
COc1cc([N+](=O)[O-])c(Cl)cc1N	90	98	94	106	106	106	94	93	96
OC1c2ccccc2-c2ccccc21	120	110	93	109	104	112	109	89	110
O=c1c2ccccc2c(=O)c2c1ccc1[nH]c3c(ccc4c(=O)c5ccccc5c(=O)c43)[nH]c12	91	98	98	99	102	114	102	81	102
COc1ccc(/C=C2\Oc3cc(OCCCN4CCCC4)ccc3C2=O)c(OC)c1	67	89	52	87	92	71	54	75	100
COc1ccc(-c2oc3cc(O)cc(O)c3c(=O)c2OC)cc1O	24	39	-35*	45	x	16	16	26	-24*
CCOC(=O)C(F)C(Sc1ccccc1)C1CC1CCc1ccc(OC)cc1 (stereo unspecified)	63	88	93	92	87	97	98	68	85
CC/C(=C(/c1ccc(OCCN(C)C)cc1)c1ccc(OC(=O)CCCCC(=O)c2c(C)[nH]c(/C=C3\N=C(c4ccc[nH]4)C=C3OC)c2C)cc1)c1ccccc1	42	67	79	51	62	34	44	45	73
CCCCn1cc(-c2nc3ccccc3[nH]2)c2cccnc21	84	102	99	97	103	107	103	81	89
S=C(N/N=C/c1ccc(Cl)c(Cl)c1)Nc1cccc2ccccc12	89	114	112	114	97	122	x	73	84
O=C(C1=CNC(=S)NC1c1ccccc1)c1cc2ccccc2oc1=O (stereo unspecified)	90	101	91	100	101	105	96	58	97
CC(C)(C)CC(C)(C)Nc1c(-c2ccc(-c3ccccc3)cc2)nc2sccn12	78	99	100	98	94	106	93	68	110
C[C@@H](C[C@H](CCOC(=O)N1CCOCC1)c1ccccc1)c1ccc2ccccc2c1	91	94	101	93	95	98	88	83	99
N#CCCN=Nc1c(O)[nH]c2ccc([N+](=O)[O-])cc12	100	104	95	95	99	111	x	77	105
C=C(CN1CCN(c2cccc(C(F)(F)F)n2)CC1)c1ccc(C(=O)Nc2ccccc2N)cc1	23	7.8*	6.5*	x	15	-24*	23	12	8.1*
CCCCc1ccc(C(O)(CCN2CC3CCC(CC3)C2)c2ccccc2)cc1 (stereo unspecified)	94	86	101	97	96	100	83	65	102
Cc1ccc(CNC(=O)Nc2ccc3cc4ccc(NC(=O)NCc5ccc(C)cc5)cc4nc3c2)cc1	83	94	89	83	89	100	55	96	92
Cc1ccc(S(=O)(=O)N(C)CCN(C)S(=O)(=O)c2ccc(C)cc2)cc1	85	97	101	96	96	105	108	85	105

Limited to U251, SN12C and 786-0 (four entries from above):
canonical_smiles,U251,SN12C,786-0
CCC(C)C(=O)OC(=O)c1ccc([N+](=O)[O-])cc1 (stereo unspecified),100,92,111
Nc1ccccc1-c1nnc(CCC(=O)c2nc3ccccc3[nH]2)o1,98,93,102
CCOC(=O)CCc1nc(C#N)c(N(C)C)o1,92,98,93
O=C(N/N=C/c1cccc(C(F)(F)F)c1)c1ccc(C(F)(F)F)nc1Nc1cccc(O)c1,98,93,104

(cont.)
compound	PC-3	786-0	SF-539	SF-268	SN12C	DU-145	U251	UO-31	SF-295
O=[N+]([O-])c1ccc(CC2=NCCc3cc4c(cc32)OCO4)cc1	88	92	x	104	97	117	94	61	76
CCOC(=O)c1cc2c([nH]1)-c1nc(Nc3ncccn3)sc1CCC2	91	105	100	109	101	109	94	88	98
CNC(=O)NCCCCCNC(=O)NC	85	98	95	105	97	109	100	81	97
NCc1cc(Nc2ccnc3cc(Cl)ccc23)ccc1F	73	91	99	82	77	91	82	81	90
COc1ccc(C(=O)c2c(C)oc3ccccc3c2=O)cc1	x	95	100	108	99	123	101	94	102
COc1ccc(/C=C/c2cc(=O)c3c(C)c(Cl)c(C)cc3o2)cc1OC	83	90	85	91	83	100	87	69	114
COc1ccc(/C=C/C=C\C(=O)c2ccc(N3CCCCC3)cc2)cc1	96	107	105	104	96	105	97	84	104
N#Cc1c(Nc2ccc(Cl)cc2)nn2c(-c3ccc(F)cc3)c(-c3nc4ccccc4s3)c(N)nc12	102	101	91	91	102	106	104	72	104

6 compounds already listed, arranged by count of non-hydrogen atoms, low to high.
compound	PC-3	786-0	SF-539	SF-268	SN12C	DU-145	U251	UO-31	SF-295
Cc1cc(=O)[nH]c2ccc(Cc3ccccc3)cc12	76	69	80	90	89	88	81	31	95
C/C(=N\N=C(/C)c1ccc2ccccc2c1)c1ccc2ccccc2c1	95	101	115	116	101	113	95	94	98
CCOC(=O)C(F)C(Sc1ccccc1)C1CC1CCc1ccc(OC)cc1 (stereo unspecified)	63	88	93	92	87	97	98	68	85
C=C(CN1CCN(c2cccc(C(F)(F)F)n2)CC1)c1ccc(C(=O)Nc2ccccc2N)cc1	23	7.8*	6.5*	x	15	-24*	23	12	8.1*
C[C@]12CCC(=O)C=C1CC[C@@H]1[C@@H]2CC[C@]2(C)C3C(=O)CC4C(=O)N(Cc5ccccc5)C(=O)C4C3C[C@@H]12 (stereo partly specified)	85	91	107	99	98	108	101	83	101
COC(=O)/C(CCC(Br)C(C)(C)N1CC=CCC1)=C1\[C@@H](OC(C)=O)C[C@@]2(C)[C@H]1C[C@@H](O)[C@H]1[C@@]3(C)CC[C@H](O)[C@@H](C)[C@@H]3CC[C@@]12C (stereo partly specified)	78	100	104	93	101	108	89	60	x

Carrying on:
compound	PC-3	786-0	SF-539	SF-268	SN12C	DU-145	U251	UO-31	SF-295
Cc1c(Cl)cccc1Nc1ncccc1C(=O)OCC(O)CO (stereo unspecified)	91	102	100	99	95	105	95	90	101
O=C(O)CN(CCN(CC(=O)O)CC(=O)O)CC(=O)O	94&87&103	114&100&100	100&129&97	98&114&115	106&107&115	118&117&122	96&96&96	71&84&97	97&95&107
CC1=C(c2cc(-c3ccc(Cl)cc3)c(C#N)c(N)n2)C(c2ccccc2)NC(=S)N1 (stereo unspecified)	50	67	40	51	62	51	39	63	78
CCC(CC)C(=O)OC(C)COc1ccccc1C(C)CC (stereo unspecified)	71	99	104	101	105	106	88	98	101
O=C1NC(=O)C(=C2CCCCC2)N1	97	87	99	108	97	111	102	80	94
CC1CCC(C(C)(C)C)C(O)C1 (stereo unspecified)	97	94	101	107	105	113	104	84	104
Cc1csc(NC(c2ccccc2C)c2c(C)nc3ccccn23)n1 (stereo unspecified)	86	102	107	102	102	109	93	x	91
COc1cc(C=C2C(=O)OC(C)(C)OC2=O)cc(OC)c1OC	102	104	98	98	107	106	x	88	109
CCC(C)NC(=O)C1(N2C(=O)c3ccccc3C2=O)CCCC1 (stereo unspecified)	99	101	99	103	99	114	100	97	118
COC(=O)CC(=O)C1(C)CC1	102	103	105	110	100	104	x	84	97
Nc1nc2ccc(Br)cc2o1	91	106	99	102	88	116	93	95	93
CCC1=C[C@@H]2C[C@]3(C(=O)OC)c4[nH]c5ccccc5c4CC[N@+](CC(=O)Nc4cc5c(cc4OC)N(C)[C@H]4[C@@](O)(C(=O)OC)[C@H](OC(C)=O)[C@]6(CC)C=CCN7CC[C@]54[C@@H]76)(C2)[C@H]13	93	99	106	105	105	117	97	84	107
O=C(COC(=O)c1ccc([N+](=O)[O-])o1)Nc1cccc(Cl)c1Cl	x	102	79	106	112	90	98	78	113
NC(N)=NC(N)=Nc1cc(C(F)(F)F)ccc1Cl	94	97	107	100	93	100	97	78	99
COc1cc(-c2cc(/C=C/C(=O)c3ccc(F)c(F)c3)[nH]n2)cc(OC)c1OC	12	81	66	62	39	73	42	61	10
COc1ccc(NC(=S)N(CCC#N)C2CCCCC2)cc1	94	96	111	108	102	100	x	79	95
